From PubChem BioAssay
ROC1-CUL1 inh – human ROC1-CUL1 E3 ligase inhibition; inhibition, % at 10 µM; in vitro K48 di-Ub FRET, acceptor:donor ratio, 45 min; AID 1347404; P62877+Q13616; 0.6% of 140,000 active; in the data active = inhibition above about 25%
Target sequence (P62877 whole entry, looked up): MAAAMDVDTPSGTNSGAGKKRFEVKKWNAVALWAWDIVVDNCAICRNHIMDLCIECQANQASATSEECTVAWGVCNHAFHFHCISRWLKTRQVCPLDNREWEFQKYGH
Target sequence (Q13616 whole entry, looked up): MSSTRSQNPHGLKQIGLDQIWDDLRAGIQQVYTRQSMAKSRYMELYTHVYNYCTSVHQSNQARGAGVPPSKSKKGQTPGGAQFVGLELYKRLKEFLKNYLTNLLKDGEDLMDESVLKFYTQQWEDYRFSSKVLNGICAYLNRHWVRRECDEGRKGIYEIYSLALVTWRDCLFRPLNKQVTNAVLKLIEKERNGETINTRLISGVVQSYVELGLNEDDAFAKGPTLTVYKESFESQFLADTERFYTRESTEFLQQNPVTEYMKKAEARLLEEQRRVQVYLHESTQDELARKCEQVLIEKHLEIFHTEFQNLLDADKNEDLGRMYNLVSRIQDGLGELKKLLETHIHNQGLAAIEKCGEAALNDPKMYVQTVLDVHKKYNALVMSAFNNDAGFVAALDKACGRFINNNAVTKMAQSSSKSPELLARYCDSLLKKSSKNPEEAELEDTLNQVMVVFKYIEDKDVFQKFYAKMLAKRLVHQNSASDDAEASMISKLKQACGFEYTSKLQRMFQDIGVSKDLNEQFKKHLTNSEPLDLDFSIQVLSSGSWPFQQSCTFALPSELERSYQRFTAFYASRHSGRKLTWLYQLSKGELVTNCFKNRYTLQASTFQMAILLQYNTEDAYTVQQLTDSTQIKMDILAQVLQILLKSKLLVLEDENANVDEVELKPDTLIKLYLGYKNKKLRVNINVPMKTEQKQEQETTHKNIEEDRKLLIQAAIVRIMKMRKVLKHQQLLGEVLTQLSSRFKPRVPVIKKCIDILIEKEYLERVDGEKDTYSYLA
The depositor's hits bear a star; & = joins results of further samples. These rows are one share of the data; rates above refer to the full screens.

Molecule | ROC1-CUL1 inh
CSc1nc(Oc2ccc(F)cc2)cc(-n2ncc(C#N)c2N)n1 | -9.3
O=C(O)CNC(=O)c1nc(-c2ccccc2)n(-c2ccccc2)n1 | -1.1
O=[N+]([O-])c1ccc(C2=NCCS2)cc1 | -1.8
Cc1nc(SCC(=O)Nc2ccccc2)nc2c1CCCC2 | 2.0
COc1cc(NC(=O)c2cc(I)ccc2Cl)ccc1NC(=O)c1ccco1 | 7.1
NC1=NC(SCC(=O)NC2CCCC2)=NC(=O)C1c1ccccc1 (configuration not stated) | -2.7
Cc1cc(C)c(/C=C/c2onc(C)c2S(=O)(=O)N2CCC(C(=O)NCc3ccccc3Cl)CC2)c(C)c1 | 2.2
C=CCOc1c(Br)cc(CNc2ccc(NC(=O)CCC)cc2)cc1OCC | -0.6
COC(=O)c1ccc(Oc2ncnc3scc(-c4ccc(C)cc4)c23)cc1 | -5.4
O=C1C2C(=NC(=S)N1c1ccccc1)c1ccccc1CC21CCCCC1 (configuration not stated) | -4.7
Cc1nc(CCNC(=O)c2cc(-c3cccn3C)n[nH]2)cc(=O)[nH]1 | 0.9
CN1CCC(N(C)C(=O)c2ccc(OC3CCN(Cc4ccccn4)CC3)cc2)CC1 | -3.0
CC1CCN(C(=O)c2ccc(COc3cccc4ccccc34)cc2)CC1 | 4.8
O=C(Cc1cccnc1)NC1CCCN(Cc2ccccc2F)C1 (configuration not stated) | 0.1
Oc1ccc(-c2cnc3ccccc3n2)cc1O | 83.8*
CCCCNC(=O)C1CCN(C(=O)c2ccccc2F)CC1 | -0.5
CC(C)Oc1ccccc1C1CC(=O)NC2=C1C(=O)CC(C)(C)C2 (configuration not stated) | 1.9
Cc1cc(C)c(C)c(S(=O)(=O)NCc2ccc(C(=O)N3CC(C)OC(C)C3)cc2)c1C (configuration not stated) | -0.2
O=C(c1cccc2c1Oc1nc3ccccc3nc1O2)N1CCOCC1 | -1.0
CCC(CC)NC(=O)C1CCN(C(=O)c2ccccc2)CC1 | -0.2
COC(=O)CN1C(=O)CSc2ccc(S(=O)(=O)Nc3cccc(C)c3)cc21 | -5.2
Cc1ccc2c(c1)sc1nc(=O)n(-c3cccc(Cl)c3)c(=O)n12 | -5.3
CCC(C)COc1c(F)c(F)c2cc3c(C)nsc3nc2c1F (configuration not stated) | 7.6
CCc1ccc(C2c3c(oc4cc(C)c(C)cc4c3=O)C(=O)N2c2nc(C)c(C(=O)OC)s2)cc1 (configuration not stated) | -0.2
Cc1cn2c(=O)cc(COC(=O)COc3ccc(C)c(C)c3)nc2s1 | 5.9
COc1cccc2c1OCC(NCc1ccc(OC(F)F)cc1)C2 (configuration not stated) | -5.1
CCOc1ccc(N(C(C)C(=O)NC2CCCC2)S(C)(=O)=O)cc1 (configuration not stated) | 0.7
COc1ccc(-c2csc3ncn(Cc4ccccc4F)c(=O)c23)cc1 | 6.0
Cc1ccc(NC(=S)NNc2ccccn2)cc1 | 2.7
CCc1ccc(-n2nc(C)c3c(C)cc(=O)n(Cc4nc(-c5ccccc5)oc4C)c32)cc1 | -3.2
CCOC(=O)CSc1nc2sc3c(c2c(=O)n1N)CCN(C(=O)OCC)C3 | 1.7
CC1(C)Cc2c(sc3[nH]c(=S)[nH]c(=O)c23)CO1 | 1.9
COc1cccc(/C=C2\SC(=S)N(CCC(=O)N3CCCCC3)C2=O)c1 | -14.2
CC(C)Cn1c(CN2CCN(c3ncccn3)CC2)cnc1S(C)(=O)=O | 4.0
CCCC(=O)Nc1ccc(C)cn1 | -7.8
COc1ccccc1CNC(=O)CCn1c(=O)c2cccn2c2cccnc21 | -5.0
COc1cc(NC(=S)N2CCc3ccccc3C2)c(OC)cc1Cl | -6.1
CNS(=O)(=O)c1ccccc1Br | 3.8
CCCOC(=O)c1c(NC(=O)C2CC2)sc2c1CCC(C)C2 (configuration not stated) | 14.8
CC(C)NC(=O)CSCc1c(F)cccc1Cl | -0.4
O=S(=O)(Cc1ccc(Cl)cc1)N1CCN(c2ccc(F)cc2)CC1 | -7.9
OCCN(CC#CCC(O)(c1ccccc1)C1CCCC1)CCO (configuration not stated) | 2.4
COc1ccc(CNC2CCCC2)c(OCC(O)CN2CCN(C)CC2)c1 (configuration not stated) | -2.6
COCCN(C)C(=O)c1csc2nc(-c3cccc(Cl)c3)cn12 | -4.5
CC(C)SCC(=O)Nc1ccccc1C(F)(F)F | -3.9
CCc1cc2cccnc2n1S(=O)(=O)c1ccccc1 | -0.3
Cc1c(C(C)NCCc2ccccc2)cnn1-c1ccccc1 (configuration not stated) | -5.0
O=C(CCCc1ccc(Cl)cc1)N1CCOc2ccc(CN3CCCC3)cc2C1 | 8.0
CCCc1nn(C)c(C(=O)Nc2cccc3ccccc23)c1Cl | 2.7
O=C(Nc1ccccc1F)c1ccc(CN2CCCC2)cc1 | -3.9
COc1cc(Br)c(C(=O)O)cc1OC(C)C | 6.5
Cc1nc(-c2ccncc2)ncc1C(C)NC/C=C/c1ccc(F)cc1 (configuration not stated) | 6.7
CCOC1(C)OCC(=O)[C@]2(CCC3C4CCC5=CC(=O)C=CC5(C)C4C(=O)CC32C)O1 (some centres not stated) | 11.1
COCCCn1c(C(=O)N(C)C)cc2c(=O)n3ccccc3nc21 | 6.0
COCCN1C(=O)CC(CC(=O)N2CCCC(C(=O)Cc3ccccc3)C2)(c2ccccc2C)C1=O (configuration not stated) | 15.5
COc1ccc(NC(=O)Cn2nnc3sc4c(c3c2=O)CCCC4)cc1 | -6.8&5.1
CCOc1ccc(N(C(C)C(=O)N/N=C(\C)c2cccc(NC(=O)c3ccccc3)c2)S(C)(=O)=O)cc1 (configuration not stated) | 2.3
COc1cccc(CC2=NOC(C(=O)NCc3cccc(F)c3F)C2)c1 (configuration not stated) | 2.9
O=C(CCN1CCCO1)N(CC1CCN(C2CCCC2)CC1)CC1CCCO1 (configuration not stated) | -0.2
O=C(NCc1ccc(F)cc1)c1cnc(N2CCOCC2)c2ccccc12 | 0.7

Exported as labelled records: two of the compounds above.
COc1cccc(CC2=NOC(C(=O)NCc3cccc(F)c3F)C2)c1 (configuration not stated)
  ROC1-CUL1 inh: 2.9

O=C(CCN1CCCO1)N(CC1CCN(C2CCCC2)CC1)CC1CCCO1 (configuration not stated)
  ROC1-CUL1 inh: -0.2

Structures above printed as active in ROC1-CUL1 inh.
Molecule | ROC1-CUL1 inh
Oc1ccc(-c2cnc3ccccc3n2)cc1O | 83.8*

Other structures.
Molecule | ROC1-CUL1 inh
CC(C)C(=O)N1c2ccccc2NC2=C(C(=O)CC(C)(C)C2)C1c1ccncc1 (configuration not stated) | -13.1
COc1ccc(-n2cnc3nc(C)c(C(C)=O)c(-c4ccccc4)c32)cc1 | 4.9
CCOc1ccc(Br)cc1S(=O)(=O)n1nnc2ccccc21 | 8.5
CC(C)Cc1ccc(C(C)C(=O)OC2CCCCC2)cc1 (configuration not stated) | -0.8
O=C(Nc1ncccn1)C1c2ccccc2Oc2ccccc21 | -1.8
Cc1cccc(Nc2nc3ccccc3c3nnc(C)n23)c1 | 13.7
COc1ccc(N2CCOCC2)c(NC(=O)C(C)(C)C)c1 | -1.5
Cc1cc2c(=O)n(C)c(SCC(=O)N3CCOCC3)nc2s1 | 12.2
Cc1ccc(N2NC3(CCCCCC3)NC2=O)cc1C | 5.0
COc1ccc(C(C)C)cc1S(=O)(=O)Nc1ccccn1 | 1.3
O=C(Nc1sc2c(c1C(=O)NCC1CCCO1)CCC2)c1cc(=O)c2cc(Cl)ccc2o1 (configuration not stated) | -0.2
CCc1ccccc1N1C(=O)c2ccc(Oc3ccccc3OC)cc2C1=O | 8.7
CC1(C)CC(=O)C2C(=Nc3ccccc3NC2c2ccco2)C1 (configuration not stated) | -10.3
Cc1[nH]c2ccccc2c1C(C[N+](=O)[O-])c1ccccc1Cl (configuration not stated) | 5.4
COCCNC(=O)c1ccc(OC2CCN(C(=O)CCn3cncn3)CC2)c(Cl)c1 | 4.5
COc1ccccc1N1CCN(C(=O)c2cc(-c3ccccc3O)on2)CC1 | 1.4
COc1cccc(C2C(C(=O)Nc3ccccc3)=C(C)N=c3s/c(=C\c4ccncc4)c(=O)n32)c1 (configuration not stated) | 3.8
COC(=O)c1ccc(CN2CCOc3ccc(C(O)CCc4ccccc4)cc3C2)cc1 (configuration not stated) | 3.6
Cn1c(=O)c2c(nc(SCC(N)=O)n2C)n(C)c1=O | -6.7
O=C1c2ccc(Cl)c3c(Cl)ccc(c23)C(=O)N1CCO | -7.1
CC(C)(N)c1cn(CC2CCCN(S(=O)(=O)c3ccc(F)c(F)c3)C2)nn1 (configuration not stated) | 10.9
Cc1ccc(-n2nc(CO)c(C(=O)NCC(c3ccccc3)c3ccccc3)n2)cc1 | -1.9
COc1ccccc1NC(=O)C1C(C)=Nc2ncnn2C1c1ccccc1C(=O)O (configuration not stated) | 2.6
O=C(O)CCC(=O)Nc1ccc(N2CCN(CCO)CC2)cc1 | 11.2
CCc1ccc(N=C2S/C(=C\c3cccc(OC)c3O)C(=O)N2c2ccc(CC)cc2)cc1 | -12.3
Cc1ccc(C)c(S(=O)(=O)c2nnn3c2nc(NC2CCCCC2)c2sccc23)c1 | -1.3
O=C(CN1CCN(c2ccccc2F)CC1)Nc1nc(-c2ccccc2)cs1 | 4.7
COc1ccc(OC)c(N2CC(C(=O)NC3CCCC3)CC2=O)c1 (configuration not stated) | -0.8
CSc1ccc(C2c3[nH]c4ccccc4c3CCN2C(=O)CCC2CCCC2)cc1 (configuration not stated) | -7.7
O=C(Nc1ccc(-c2cccc(F)c2)cc1)C1CCCN1C(=O)c1cccnc1 (configuration not stated) | -10.3
O=C(NC(=S)Nc1ccc(I)cc1)c1ccc(Br)o1 | -2.6
CCC1CCCCN1C(=O)c1cc(Cl)ccc1NC(=O)c1ccco1 (configuration not stated) | -1.0
Cc1nc2sccn2c1C(=O)N1CCc2[nH]nc(-c3cc(F)ccc3F)c2C1 | -4.1
Cc1c(C)n2c3c(=O)n(Cc4ccccc4)c(=O)n(C)c3nc2n1CCCO | -3.7
CC(=O)Nc1nnc(CCCCCc2nnc(NC(C)=O)s2)s1 | -6.2
CCOC(=O)c1ccc(NC(=O)Cn2cc(C(=O)C3CC3)c3ccccc32)cc1 | 11.5
CCCN1CCN(C(=O)Nc2ccc(Br)cc2)CC1 | 0.4
COCOc1cc(O)c(C(=O)/C=C/c2ccc3c(c2)OCCO3)c(OCOC)c1 | -0.4
Nc1nc(C2OC(CO)C(O)C2O)[nH]c1C(=O)NCc1ccccc1 (configuration not stated) | -1.7
COc1cc(Cl)c(C)cc1NC(=O)CCc1c(C)nc2cc(-c3cccc(F)c3)nn2c1C | -0.6
COc1cccc(OC/C=C/CN2CCN(C)CC2)c1 | -3.4
CN(CCc1ccccn1)Cc1ccc2c(c1)CN(C(=O)CC(c1ccccc1)c1ccco1)CCO2 (configuration not stated) | 5.9
O=C(Cc1ccccc1)NC1(C(F)(F)F)C(=O)N=C2C1C(=O)NC(=O)N2c1ccc(F)cc1 (configuration not stated) | -2.6
CN(C)c1ccc(CN(Cc2ccco2)C(=O)c2ccc(C(C)(C)C)cc2)cc1 | -3.5
CCOc1ccc(NC(=O)Nc2ccc3snnc3c2)cc1 | -8.3
COC(=O)c1cccc(NC(=O)C23CC4CC(C2)CC(n2cncn2)(C4)C3)c1 | -1.6
CCc1ccccc1NC(=O)CCSc1ccc(C)cc1 | -1.6
Cc1ccccc1OCc1nnc(SCC(=O)c2ccc(Cl)cc2)n1C | -1.7
CCOC(=O)c1cccc(NC(=O)c2ccc3snnc3c2)c1 | -10.4
COc1ccc(C(F)(F)F)cc1N=CCc1nnnn1-c1ccc(Br)cc1 | -4.8
O=C(CN1C(=O)c2ccc3c4c(ccc(c24)C1=O)CC3)OCC(=O)c1ccc(Br)cc1 | 2.7
O=C(Cn1c(=O)nc(-c2ccccc2)c2ccccc21)NCCc1ccc(Cl)cc1 | 2.5
CC(OC(=O)c1ccc(Oc2cccc(C#N)c2C#N)cc1)c1ccccc1 (configuration not stated) | 6.6
CSc1nnc2c(n1)OC(c1c(C)nn(-c3ccccc3)c1Cl)=Nc1ccccc1-2 | -1.3
CCOC(=O)c1c(C)n(C)c2cc(Br)c3oc(=O)[nH]c3c12 | 6.3
COc1cc(CC2(CCC(=O)N(C)Cc3nc4ccc(F)cc4[nH]3)CCC(=O)N2)ccc1F (configuration not stated) | 12.8
COCc1cc(C)nc(N2CCN(c3ccccc3)CC2)c1C#N | -2.1
Cc1cc(C)n(CCOc2nonc2N)n1 | 0.7
CC(C)(CO)NCc1ccc(Cl)cc1 | 0.8
COCCOc1ccc(C(=O)Nc2ccc(C(N)=O)cc2)cc1 | -10.0

Exported with the structure last: entries from further up
| ROC1-CUL1 inh | SMILES |
| --- | --- |
| -8.3 | CCOc1ccc(NC(=O)Nc2ccc3snnc3c2)cc1 |
| -1.6 | COC(=O)c1cccc(NC(=O)C23CC4CC(C2)CC(n2cncn2)(C4)C3)c1 |
| -1.6 | CCc1ccccc1NC(=O)CCSc1ccc(C)cc1 |

Further structures:
Molecule | ROC1-CUL1 inh
Cc1ccc(CNC(=O)CCC2CCCN(C(=O)c3cc(C(C)C)no3)C2)o1 (configuration not stated) | 16.0
CCOC(=O)c1ccc(OS(=O)(=O)c2ccc(C)cc2)cc1 | -3.1
COc1cc(C)ccc1OCc1nc(C(=O)N2C[C@H]3CC[C@H]2C3)co1 | -2.1
CCCCN(c1ccccc1)S(=O)(=O)c1ccc2c(c1)CC(C)N2C(=O)C1CC1 (configuration not stated) | -14.4
CC(C)(C)NS(=O)(=O)c1ccc(NC(=O)Nc2ccc(Cl)cc2)cc1 | -5.4
CCS(=O)(=O)N1CCc2cc(C(=O)Nc3cc(OC)c(Cl)cc3OC)ccc21 | 3.3
Cc1nc(Nc2ccccc2)nc2c1C(=O)CC(c1cccs1)C2 (configuration not stated) | 3.6
